KCNQ1 act: potentiates or activates the human KCNQ1 potassium channel; P51787; CHO-K1 KCNQ1, thallium flux FluxOR fluorescence; hits give high values; B-score at 10 µM; 310,000 tested, 0.35% active; AID 2648;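 active = fluorescence ratio B-score, a plate-corrected score, at least three library SD, with initial intensity B-score within 5 SD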
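assay system = CHO-K1 cells stably expressing KCNQ1 | medium = assay buffer, equal DMSO in all wells | timing = 37 °C overnight plating, 90-min dark dye load, 20-min compound pretreatment | measured by = kinetic FluxOR thallium fluorescence, 10-s 1-Hz baseline, 110-s post-stimulus read | measure = fluorescence change relative to baseline, converted to B score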
KCNQ1 block: blocks the human KCNQ1 potassium channel; P51787; CHO-K1 KCNQ1, FluxOR thallium flux fluorescence; hits give high values; B-score at 10 µM; 310,000 tested, 1.3% active; AID 2642;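 active = compounds whose thallium flux B-score, printed positive for inhibition, exceeds three library SD while starting fluorescence stays within three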;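 note: channel opened by potassium depolarization with thallium stimulus after 20 min compound exposure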
KCNK9 inh: human KCNK9 channel inhibition; 310,000 tested, 1.2% active; HEK293 KCNK9, FluxOR thallium flux fluorescence; hits give low values; B-score at 10 µM;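 active = ratio B-score over 3 SD below the library mean, with starting fluorescence within 5 SD of its mean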;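 note: negative B-score means less thallium flux so channel inhibition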
Target sequence (Q9NPC2 whole entry, looked up): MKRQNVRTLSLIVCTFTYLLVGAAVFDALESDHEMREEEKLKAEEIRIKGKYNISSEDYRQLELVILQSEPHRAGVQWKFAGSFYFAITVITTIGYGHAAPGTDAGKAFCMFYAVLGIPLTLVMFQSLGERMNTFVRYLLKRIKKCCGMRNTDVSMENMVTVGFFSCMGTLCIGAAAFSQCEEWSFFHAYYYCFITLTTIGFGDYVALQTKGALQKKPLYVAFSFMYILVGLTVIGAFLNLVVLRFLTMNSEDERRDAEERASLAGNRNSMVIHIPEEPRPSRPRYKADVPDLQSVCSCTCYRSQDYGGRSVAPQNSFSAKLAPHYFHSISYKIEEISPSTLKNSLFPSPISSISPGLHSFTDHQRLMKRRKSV
hERG rescue: hERG (human) protection from proarrhythmic block. Q12809. 310,000 tested, 0.51% active. CHO-hERG, FluxOR thallium flux, dofetilide IC70 present. activation (rescue from dofetilide block), less the hit threshold, % at 10 µM;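 active = activation above the mean of controls blocked by dofetilide plus 5 SD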;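 note: thallium influx through hERG after potassium depolarization seen as dye fluorescence rise; in these data hits start at about 4.7%; inactives centre near -7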
KCNK3 inh: human KCNK3 channel inhibition, primary screen | O14649 | CHO-KCNK3 thallium flux, FluxOR fluorescence; hits give low values | B-score at 10 µM | 340,000 tested, 0.84% active | AID 602410;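 active = B-score under library mean minus 4 SD, starting fluorescence ratio at most library mean plus 5 SD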;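 note: more negative B-score means stronger inhibition of thallium flux through KCNK3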
ANO1 block: inhibitors of mouse TMEM16A calcium-activated chloride channel; normalized B-score (activity score, 25-100; higher = stronger inhibition) at 10 µM; Q8BHY3; HEK293 TMEM16A/YFP iodide influx fluorescence, ionomycin; 310,000 tested, 1.2% active;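 active = ratio plate-corrected score three or more library SD toward inhibition, starting fluorescence score within five deviations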;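 note: score derived from kinetic fluorescence span divided by baseline fluorescence per well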
HDAC3 inh: blocks human histone deacetylase 3. O15379. recombinant HDAC3, fluorogenic peptide/trypsin coupled, fluorescence. inhibition, % at 8.3 µM. 320,000 tested, 0.15% active. AID 2718; in the data active = inhibition above about 26%, passing the limit was not always enough; inconclusive = no clear call, values can overlap the other calls
Target sequence (O15379 whole entry, looked up): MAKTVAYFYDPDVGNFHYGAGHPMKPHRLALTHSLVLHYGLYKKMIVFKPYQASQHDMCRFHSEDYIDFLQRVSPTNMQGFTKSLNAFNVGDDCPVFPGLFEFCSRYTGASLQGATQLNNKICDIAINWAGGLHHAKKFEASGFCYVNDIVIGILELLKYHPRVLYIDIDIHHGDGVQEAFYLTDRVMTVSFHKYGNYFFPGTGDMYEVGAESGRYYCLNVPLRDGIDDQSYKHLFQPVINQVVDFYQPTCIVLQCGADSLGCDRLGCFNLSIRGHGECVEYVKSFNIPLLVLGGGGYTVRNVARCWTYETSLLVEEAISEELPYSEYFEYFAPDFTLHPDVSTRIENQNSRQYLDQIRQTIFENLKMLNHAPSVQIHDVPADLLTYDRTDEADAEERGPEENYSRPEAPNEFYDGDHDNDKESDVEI
TRPC4 PAM: allosteric potentiators of mouse TRPC4 channel. Q9QUQ5. HEK293 TRPC4beta/mu-opioid, DAMGO EC20, Fluo-4 Ca2+ flux; hits give high values. B-score at 10 µM. 310,000 tested, 0.42% active. AID 2227;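 active = B-score of calcium response area above 5 SD of library B-scores, with initial fluorescence ratio within 5 SD of library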;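 note: B-score of integrated fluorescence ratio over time as area under calcium response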
Dyrk1A ADPGlo: blocks rat Dyrk1A kinase activity. 310,000 tested, 0.43% active. ADP-Glo luminescence, NFATc1 peptide. inhibition, % at 12.5 µM. Q63470; in the data active = inhibition above about 50%;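 note: plate controls were vehicle with enzyme for no effect and no enzyme for full effect; many of its hits are not listed in these tables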
TMEM16A act: activators or potentiators of mouse TMEM16A chloride channel. B-score at 10 µM. AID 623877. 340,000 tested, 0.3% active. HEK293 TMEM16A/YFP-H148Q/I152L, iodide quench fluorescence; hits give low values;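 active = fluorescence-ratio B-score plate-corrected deviation score at least 3 library SD below zero, with starting fluorescence score within 5 deviations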;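 note: channel opened by trigger with iodide after compound preincubation; score built on the fluorescence ratio of max minus min over baseline; more negative score means more quench and so TMEM16A activation or potentiation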
TRPC4 agonist: activators of mouse TRPC4 channel; Q9QUQ5; HEK293 TRPC4beta/mu-opioid, Fluo4 calcium fluorescence; hits give high values; B-score at 10 µM; 310,000 tested, 0.49% active;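 active = B-score above 5 SD of library B-scores, and initial fluorescence ratio not above library mean plus 5 SD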;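 note: positive B-score marks a calcium rise read as TRPC4 activation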
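Assay system: HEK293 cells stably co-expressing mouse TRPC4beta and mu-opioid receptor / Timing: Fluo4 dye loading 45 min at room temperature, 110 s recording / Signal: Fluo4 calcium-sensitive dye fluorescence, kinetic, 1 Hz baseline / Read-out: integrated baseline-normalised fluorescence ratio, converted to per-well B score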
Active calls of the source: *; i = inactive; ? = inconclusive; · = not tested or not shown. An excerpt (hit frequency here may not be typical).

1) Cc1cc(C)c(S(C)(=O)=O)c(S(=O)c2ccc(Cl)cc2)n1 (stereo not given)
2) O=C(c1ccco1)N1CCN(C(=S)Nc2cc(F)cc(F)c2)CC1
3) CCOc1ccc(NCCC(=O)c2ccc3c(c2)OCO3)cc1
4) O=C(Nc1cccc(Cl)c1)C1CCCN(S(=O)(=O)c2cnc[nH]2)C1 (stereo not given)
5) O=C(COc1ccccc1)Nc1nnc(COc2ccccc2)s1
6) Cc1sc2ncnc(N/N=C/c3ccccc3O)c2c1C
7) Nc1ccc(S(=O)(=O)NC2(C(F)(F)F)NC(=O)N(c3ccccc3Cl)C2=O)cc1 (stereo not given)
8) O=C(c1cccc(S(=O)(=O)N2CCCC2)c1)N1CCCc2ccccc21
Screen / compound no.,1,2,3,4,5,6,7,8
KCNQ1 act,i,i,i,i,i,i,i,i
KCNQ1 block,i,i,i,i,i,i,i,i
KCNK9 inh,i,i,i,i,i,i,i,i
hERG rescue,-7,-7,-4,-3,-1,-16,-5,-14
KCNK3 inh,i,i,i,i,i,i,i,i
ANO1 block,i,i,i,i,i,i,i,i
HDAC3 inh,2,-4,7,7,6,21,0,2
TRPC4 PAM,i,i,i,i,i,i,i,i
Dyrk1A ADPGlo,-7,1,4,6,-2,9,-7,-3
TMEM16A act,i,i,i,i,i,i,i,i
TRPC4 agonist,i,i,i,i,i,i,i,i

Brought forward from above: 4 compounds; new compounds follow.
5) O=C(COc1ccccc1)Nc1nnc(COc2ccccc2)s1
6) Cc1sc2ncnc(N/N=C/c3ccccc3O)c2c1C
7) Nc1ccc(S(=O)(=O)NC2(C(F)(F)F)NC(=O)N(c3ccccc3Cl)C2=O)cc1 (stereo not given)
8) O=C(c1cccc(S(=O)(=O)N2CCCC2)c1)N1CCCc2ccccc21
9) CSc1nnnn1CCn1nnnc1SC
10) C[C@H](NC(=O)N1CCn2c1nc1ccccc12)C(=O)NCc1ccccc1
11) COc1ccc(C)cc1C(=O)C1CC(C(=O)O)C(C)(C)C1C (stereo not given)
12) COc1ccccc1N1CCN(CCc2n[nH]c(=S)n2-c2ccccc2)CC1
13) CC(C)COC(=O)Nc1ccc(C(=O)O)cc1
14) COc1ccc(S(=O)(=O)N2CCC(n3cnc4cc(C(F)(F)F)ccc43)CC2)cc1
15) Cc1cc(-n2c(C)cc(C(=O)CN3C(=O)NC4(CCCCC4C)C3=O)c2C)no1 (stereo not given)
16) Cc1ccccc1C(=O)NC=C1C(=O)OC(C)(C)OC1=O
Screen / compound no.,5,6,7,8,9,10,11,12,13,14,15,16
KCNQ1 act,i,i,i,i,i,i,i,i,i,i,i,i
KCNQ1 block,i,i,i,i,i,i,i,i,i,i,i,i
KCNK9 inh,i,i,i,i,i,i,i,i,i,i,i,i
hERG rescue,-1,-16,-5,-14,-1,-3,-7,-7,-8,-14,-3,-7
KCNK3 inh,i,i,i,i,i,i,i,i,i,i,i,i
ANO1 block,i,i,i,i,i,i,i,i,i,i,i,i
HDAC3 inh,6,21,0,2,?,0,-2,11,4,-6,?,-2
TRPC4 PAM,i,i,i,i,i,i,i,i,i,i,i,i
Dyrk1A ADPGlo,-2,9,-7,-3,5,0,3,-9,0,14,-8,-4
TMEM16A act,i,i,i,i,i,i,i,i,i,i,i,i
TRPC4 agonist,i,i,i,i,i,i,i,i,i,i,i,i

17) COc1cccc(-c2nc(CS(=O)CC(=O)NCCCOC(C)C)c(C)o2)c1 (stereo not given)
18) COc1ccc(CCNC(=O)CN2C(=O)NC(CCSC)C2=O)cc1 (stereo not given)
19) COc1ccc(OC)c(S(=O)(=O)N2CCN(CC(O)COc3ccccc3)CC2)c1 (stereo not given)
20) O=C(NC1(C(F)(F)F)NC(=O)N(C2CCCCC2)C1=O)c1ccco1 (stereo not given)
21) CCCS(=O)(=O)N1CCCC(C(=O)NCCc2ccc(OC)c(OC)c2)C1 (stereo not given)
22) O=C(CCc1nc2sc3c(c2c(=O)[nH]1)CCCC3)Nc1ccccc1Cl
23) CCCOCC(O)CC(CC)C(=O)NNC(=S)Nc1ccccc1 (stereo not given)
24) OCCc1ccc(O)cc1
Screen / compound no.,17,18,19,20,21,22,23,24
KCNQ1 act,i,i,i,i,i,i,i,·
KCNQ1 block,i,i,i,i,i,i,i,·
KCNK9 inh,i,i,i,i,i,i,i,·
hERG rescue,-11,-9,-10,-10,-10,-12,-9,·
KCNK3 inh,i,i,i,i,i,i,i,i
ANO1 block,i,i,i,i,i,i,i,i
HDAC3 inh,3,-2,6,-7,-8,10,5,-4
TRPC4 PAM,i,i,i,i,i,i,i,·
Dyrk1A ADPGlo,-1,-6,-1,-4,4,0,-6,-4
TMEM16A act,i,i,i,i,i,i,i,i
TRPC4 agonist,i,i,i,i,i,i,i,·

25) COc1ccc(/C(N)=N/OC(=O)C2CCC(=O)N2S(=O)(=O)c2ccc(C)cc2)cc1 (stereo not given)
26) NC(=O)COC(=O)c1ccc(Oc2ccccc2)cc1
27) CCOC(=O)c1cc(CC)sc1NC(=O)C(c1ccccc1)c1ccccc1
28) CCOC(=O)/C(N=Nc1ccc(F)cc1)=C(/O)c1ccc([N+](=O)[O-])cc1
29) C=CCOc1ccc(S(C)(=O)=O)cc1
30) CCN=C1S/C(=C\c2cc(OCC)c(O)cc2Br)C(=O)N1CC
31) COc1ccc(C2CC(c3ccc(Br)cc3)=NN2C(=O)c2cccnc2)cc1 (stereo not given)
32) COc1ccc(OCc2cc(C(=O)NCCN3CCCc4ccccc43)no2)c(Cl)c1
Screen / compound no.,25,26,27,28,29,30,31,32
KCNQ1 act,i,i,i,i,i,i,i,i
KCNQ1 block,i,i,i,i,i,i,i,i
KCNK9 inh,i,i,i,i,i,i,i,i
hERG rescue,-6,-11,-8,-5,-7,-10,-11,-12
KCNK3 inh,i,i,i,i,i,i,i,i
ANO1 block,i,i,i,i,i,i,i,i
HDAC3 inh,5,1,8,-5,-4,2,-3,5
TRPC4 PAM,i,i,i,i,i,i,i,i
Dyrk1A ADPGlo,0,2,12,-1,-8,0,-6,7
TMEM16A act,i,i,i,i,i,i,i,i
TRPC4 agonist,i,i,i,i,i,i,i,i

33) CN(C)/N=C/C=C1\CCC/C(=C/c2cccs2)C1=O
34) N/C(=N\OC(=O)/C=C/c1ccc(Br)cc1)c1ccccn1
35) Cc1cccc(N2C(=O)C3C4CC(C(Br)C4Br)C3C2=O)n1 (stereo not given)
36) O=C1CC(C(=O)N2CCN(Cc3ccccc3)CC2)CN1Cc1ccccc1 (stereo not given)
37) CC1CC(C)(C)NCc2ccccc21 (stereo not given)
38) CCOC(=O)CNC(=O)CCc1nnc2ccc(N3CCC(C)CC3)nn12
39) COc1ccc(C(=O)NCc2nnc(SCC(=O)N3CCOCC3)o2)cc1OC
40) CCOC(=O)C1CCN(C(=O)CCCn2nc(C)c3c(C)n(-c4ccc(C)cc4)nc3c2=O)CC1
Screen / compound no.,33,34,35,36,37,38,39,40
KCNQ1 act,i,i,i,i,i,i,i,i
KCNQ1 block,i,i,i,i,i,i,i,i
KCNK9 inh,i,i,i,i,i,i,i,i
hERG rescue,-3,-8,-9,-6,-10,-2,-6,-5
KCNK3 inh,i,i,i,i,i,i,i,i
ANO1 block,i,i,i,i,i,i,i,i
HDAC3 inh,1,0,-4,-1,-3,0,0,-1
TRPC4 PAM,i,i,i,i,i,i,i,i
Dyrk1A ADPGlo,-3,-5,-1,12,-1,3,-17,·
TMEM16A act,i,i,i,i,i,i,i,i
TRPC4 agonist,i,i,i,i,i,i,i,i

41) CCN(CC)CCNC(=O)c1cc2cc(Br)ccc2s1
42) CCOC(=O)C1CCN(c2cc(=O)n(-c3ccc(OC)cc3)c(=O)[nH]2)CC1
43) CN(C)S(=O)(=O)c1cccc(C(=O)N(Cc2ccc(F)cc2)Cc2ccco2)c1
44) CCCc1cc(=O)oc2cc(OC(C)C(=O)NC3CC(C)(C)NC(C)(C)C3)ccc12 (stereo not given)
45) CCCn1c(C)cc(C(=O)COC(=O)c2ccc[nH]c2=O)c1C
46) CC(C)CC(NC(=O)C1CCC(C)CC1)C(=O)NCCN1CCOCC1 (stereo not given)
47) NCCCn1c(C(=O)c2ccc(Cl)cc2)c2ccc([N+](=O)[O-])cc2[n+]1[O-]
48) Cc1cc(NC(=O)c2ccc3c(c2)C(=O)N(CCC(C)C)C3=O)no1
Screen / compound no.,41,42,43,44,45,46,47,48
KCNQ1 act,i,i,i,i,i,i,i,i
KCNQ1 block,i,i,i,i,i,i,i,i
KCNK9 inh,i,i,i,i,i,i,i,i
hERG rescue,-16,-4,-3,-2,-6,-6,-11,-9
KCNK3 inh,i,i,i,i,i,i,i,i
ANO1 block,i,i,i,i,i,i,i,i
HDAC3 inh,5,-6,5,-10,3,-4,0,1
TRPC4 PAM,i,i,i,i,i,i,i,i
Dyrk1A ADPGlo,·,-5,8,-4,-4,-3,-4,11
TMEM16A act,i,i,i,i,i,i,i,i
TRPC4 agonist,i,i,i,i,i,i,i,i

49) O=C(NNC(=O)C1C2CCCCC21)c1coc(=O)c(Br)c1 (stereo not given)
50) CS(=O)(=O)c1nc(-c2ccccc2)cc(-c2ccccc2)c1C#N
51) CC(NCC(O)COCc1cccs1)C1CC2CCC1C2 (stereo not given)
52) O=C(Nc1ccc(Cl)cc1)C1C2C=CC3(O2)C1C(=O)N(CCN1CCCCC1)C3C(=O)NC1CCCCC1 (stereo not given)
Screen / compound no.,49,50,51,52
KCNQ1 act,i,i,i,i
KCNQ1 block,i,i,i,i
KCNK9 inh,i,i,i,i
hERG rescue,-9,-8,-12,-9
KCNK3 inh,i,i,i,i
ANO1 block,i,i,i,i
HDAC3 inh,-3,2,4,4
TRPC4 PAM,i,i,i,i
Dyrk1A ADPGlo,12,-4,-6,9
TMEM16A act,i,i,i,i
TRPC4 agonist,i,i,i,i

Among those listed so far, 2 have two or more sulfur atoms:
1) Cc1cc(C)c(S(C)(=O)=O)c(S(=O)c2ccc(Cl)cc2)n1 (stereo not given)
9) CSc1nnnn1CCn1nnnc1SC
Screen / compound no.,1,9
KCNQ1 act,i,i
KCNQ1 block,i,i
KCNK9 inh,i,i
hERG rescue,-7,-1
KCNK3 inh,i,i
ANO1 block,i,i
HDAC3 inh,2,?
TRPC4 PAM,i,i
Dyrk1A ADPGlo,-7,5
TMEM16A act,i,i
TRPC4 agonist,i,i
